PGC1a acetyl inh: lowers PGC1a acetylation signal in U2OS cells; inhibition, % at 15.6 µM; AlphaScreen anti-acetyl-lysine; with virally co-expressed GCN5 acetyltransferase; actives 0.17% (n = 350,000);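 active = every replicate shows inhibition of at least 40%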;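 note: 0% = neutral control wells and 100% = positive control wells; some results beyond the cut were filed as inactive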
PglD DTNB: blocks C. jejuni PglD acetyltransferase activity. purified PglD enzyme, DTNB colorimetric CoA detection. inhibition, % at 12.5 µM. actives 0.098% (n = 360,000); in the data active = inhibition above about 16%, passing the limit was not always enough; note: strong numbers were not always called active
An asterisk follows results filed as active. A portion of the library; count on the stated rates, not on these rows.

The opening 3 records, ahead of the listing:
Every second line gives: PGC1a acetyl inh | PglD DTNB
1: O=C(NCc1ccccc1)C(c1ccc(O)cc1)N(C(=O)Cn1nnc(-c2cccs2)n1)c1ccc2c(c1)OCCO2 (configuration not stated)
    -2 | -4
2: CCOC(=O)Cc1csc(NS(=O)(=O)c2ccc3c4c(cccc24)C(=O)N3CC)n1
    1 | -1
3: COc1cccc(C(=O)Nc2cccc(OCC(=O)O)c2)c1
    15 | -4

Main list, previewed entries included:
Every second line gives: PGC1a acetyl inh | PglD DTNB
1: O=C(NCc1ccccc1)C(c1ccc(O)cc1)N(C(=O)Cn1nnc(-c2cccs2)n1)c1ccc2c(c1)OCCO2 (configuration not stated)
    -2 | -4
2: CCOC(=O)Cc1csc(NS(=O)(=O)c2ccc3c4c(cccc24)C(=O)N3CC)n1
    1 | -1
3: COc1cccc(C(=O)Nc2cccc(OCC(=O)O)c2)c1
    15 | -4
4: Cc1c(N(C(=O)Nc2ccccc2)C2=NCC(C)S2)c(=O)n(-c2ccccc2)n1C (configuration not stated)
    -1 | -3
5: CCN(CCCNC(=O)CNC(=O)Cn1cnc2ccccc2c1=O)c1ccccc1
    7 | 2
6: O=C(CC12CC3CC(CC(C3)C1)C2)N1CCOCC1
    6 | -3
7: Clc1ccccc1Cn1nnc2c(N3CCCC3)ncnc21
    -2 | 4
8: c1ccc(CN2CCN(c3nc4ccccc4c4ccccc34)CC2)cc1
    -7 | -2
9: CCN1CCN(CC(O)COc2ccc(Cl)cc2)CC1 (configuration not stated)
    3 | -9
10: Cc1ccc(C)n1NC(=O)c1ccccc1Cl
    5 | 8
11: CC1(C)Cc2c(sc3nc(SCC(=O)N4CCOCC4)nc(N)c23)CO1
    -3 | 0
12: Cc1ccc(NC(=O)CSCc2c(C)noc2C)cc1C
    -3 | -3
13: c1ccc(-n2c(SCC3CCCCO3)nnc2-c2cnccn2)cc1 (configuration not stated)
    0 | -1
14: Cc1c(O)ccc2c3c(c(=O)oc12)CCC(C)C3 (configuration not stated)
    5 | 7
15: Cc1ccc(SCc2nc(-c3cccnc3)no2)cc1
    -6 | -9
16: O=C(Cn1c(=O)oc2ccccc21)NCc1ccco1
    -5 | 2
17: CCNC(=O)C1CCCN1C(=O)C(CCCN=C(N)N)NC(=O)C(CC(C)C)NC(=O)C(Cc1cn(Cc2ccccc2)cn1)NC(=O)C(Cc1ccc(O)cc1)NC(=O)C(CO)NC(=O)C(Cc1c[nH]c2ccccc12)NC(=O)C(Cc1cnc[nH]1)NC(=O)C1CCC(=O)N1 (configuration not stated)
    -17 | 4
18: Cc1cc(C)cc(NC(=O)N2CCCC2C(=O)Nc2ccc(-n3cnnn3)c(C)c2)c1 (configuration not stated)
    -3 | 0
19: COc1cccc(OCc2nc3ncc(Br)cc3[nH]2)c1
    -6 | 0
20: Cc1ccc(-n2nnnc2SCC(=O)Nc2ccc3c(c2)OCCO3)cc1C
    -6 | 1
21: Cc1ccc(C(=O)c2cn[nH]c2-c2cc(Cl)ccc2O)cc1
    -13 | -1
22: Cc1cc(NC(=O)c2ccc3nc(-c4ccccc4)c(-c4ccccc4)nc3c2)no1
    9 | 9
23: COc1cccc(C2c3c(oc4ccccc4c3=O)C(=O)N2CCCN(C)C)c1OC (configuration not stated)
    13 | -4
24: COc1ccc(OC)c(S(=O)(=O)Nc2c(NC3CCCCC3)c3ccccc3oc2=O)c1
    9 | -2
25: O=c1c2[nH]c3cccc(Cl)c3c2ncn1Cc1ccncc1
    -8 | -2
26: NC(=O)CSc1nc2ccccc2c(=O)n1Cc1ccco1
    1 | -4
27: COc1ccc(Cl)cc1C(=O)n1nc(C)cc1C
    6 | 2
28: COc1ccc(C2=CC(c3sccc3C)n3nnnc3N2)cc1 (configuration not stated)
    5 | 6
29: N/C(=N\OC(=O)C12CC3CC(CC(C3)C1)C2)c1cccnc1
    2 | 4
30: CC(=O)Nc1nc(SCc2ccc(Cl)cc2Cl)n[nH]1
    1 | -2
31: CCOC(=O)c1c(C)[nH]c(N=Nc2ccccc2)c1C
    -17 | -90
32: O=C(CN1CCCCC1)Nc1ccc(F)c(Cl)c1
    0 | -5
33: CCCc1c(C)c2cccc(C)c2[nH]c1=O
    5 | -2
34: CCC(C(=O)OC)n1cnc2c(cnn2-c2ccc(Cl)cc2)c1=O (configuration not stated)
    3 | -9
35: O=C(Nc1ccccc1-c1nnn(CC(=O)N2CCc3ccccc3C2)n1)C1CCC1
    -3 | 10
36: Cc1ccccc1N(CC(=O)NCc1ccc2c(c1)OCO2)C(=O)CCC(=O)Nc1ccccn1
    8 | -8
37: CCOCCCNC(=S)NCCNc1nc2c(C)cccc2cc1C#N
    -7 | -4
38: CCOC(=O)Cc1csc(NC(=O)NC2(C(F)(F)F)Oc3cc(Cl)c(Cl)cc3O2)n1
    9 | -1
39: C=CCOc1ccccc1CNCCCN1CCOCC1
    1 | 3
40: NC(=O)c1ccccc1OCC(=O)O
    14 | -6
41: O=C(C1CC1)N1CCCN(C(=O)C2CC2)CC1
    11 | -5
42: COc1cc(C)c(CNc2cc(C)cc(C)c2)cc1C
    -5 | -4
43: CCOCC(=O)Nc1ccc(F)c(F)c1
    12 | 1
44: COc1cccc(/C=C2/CN(C)CC3=C2OC(N)=C(C#N)C3c2cccc(OC)c2)c1 (configuration not stated)
    0 | 3
45: Cc1ccc(NC(=O)NNC(=O)C2CC(c3cccnc3)=NO2)cc1 (configuration not stated)
    -22 | 4
46: O=C(O)CCC(=O)Nc1ccc(N2CCCCC2)c(C(=O)O)c1
    -3 | -6
47: COc1ccccc1NC(=O)Cc1noc(CSc2cccc[n+]2[O-])n1
    4 | 1
48: CC(C)(C)NC(=O)Cn1nnc(-c2cccs2)n1
    13 | -3
49: CN(C)CCNC(=O)c1cc2ccccc2oc1=O
    -5 | 0
50: COC(=O)c1sc(N2C(=O)c3oc4ccccc4c(=O)c3C2c2cccs2)nc1C (configuration not stated)
    5 | 2
51: CC1CCCN(S(=O)(=O)c2ccc(S(=O)(=O)N3CCCN(Cc4ccccc4)C3)cc2)C1 (configuration not stated)
    -18 | 0
52: CCN(CC)C(=O)c1sc2nc(-c3ccncc3)[nH]c(=O)c2c1C
    0 | 0
53: Cc1sc(NC(=O)c2ccco2)c(CN2CCN(c3ccccn3)CC2)c1C
    -26 | 8
54: Cc1cc(/C([O-])=C(/C(=S)Nc2ccc(F)cc2)[n+]2ccccc2)c(C)n1-c1ccc(F)cc1
    6 | 0
55: COC(=O)c1c(C)c(C)nc(N)c1C#N
    13 | -4
56: COCCn1c(-c2ccsc2)nc2c1c(=O)[nH]c(=O)n2CC(C)C
    -13 | 1
57: CC(=O)Nc1ccc(N2CCCCC2)cc1
    -2 | 6
58: C=CCN1CCN(C(c2ccc(Cl)cc2)c2nnnn2CCc2ccc(OC)c(OC)c2)CC1 (configuration not stated)
    -10 | -3
59: COc1ccc(C(=O)NCCCN2CCCC2=O)cc1
    -3 | -3
60: COc1cccc(COc2ccccc2C2Nc3ccc(Br)cc3C(=O)N2NC(=O)c2ccncc2)c1 (configuration not stated)
    12 | -1

Continuation:
Every second line gives: PGC1a acetyl inh | PglD DTNB
61: CCOc1cccc(OCCOc2ccccc2[N+](=O)[O-])c1
    -2 | -6
62: C=CC(C)(C)c1c(O)c(CC=C(C)C)c(O)c2c(=O)c3ccc(O)c(O)c3oc12
    -23 | 12
63: COc1ccc(-c2cc(C#N)nc(N3CCN(c4ccccc4)CC3)n2)cc1
    5 | -5
64: COc1ccc(C(=O)Nc2nc(-c3ccc([N+](=O)[O-])cc3)c(-c3ccccc3)s2)cc1
    13 | 0
65: COC(=O)c1cn(NC(=O)c2ccc3c(c2)OCO3)c(=O)c2ccccc12
    3 | -2
66: CC1=C(C(=O)Nc2ccccc2Cl)C(c2ccc(N(C)C)cc2)NC(=O)N1 (configuration not stated)
    32 | -4
67: O=C(Nc1ccccc1Oc1ccccc1)c1cccc([N+](=O)[O-])c1
    -8 | -8
68: CC(C)Cc1ccc(S(=O)(=O)N2CCOCC2)cc1
    10 | 3
69: CC1(C)Oc2ccc(C(=O)N3CCOCC3)cc2N(CC(=O)Nc2ccccc2)C1=O
    -3 | 3
70: Cc1ccccc1NC(=O)C1(NC(=O)c2cccc(N3C(=O)CSC3c3ccccc3)c2)CCCCC1 (configuration not stated)
    -10 | -2
71: CC(CC(=O)Nc1cc([N+](=O)[O-])ccc1Cl)c1ccccc1 (configuration not stated)
    -13 | -2
72: CNC(=O)c1cc(Nc2nnc(C)c3ccccc23)ccc1OC
    -2 | -1
73: CCN1C(=O)CS/C1=C(\C#N)S(=O)(=O)c1ccccc1
    10 | 4
74: Cc1sc(NC(=O)C2CCCCC2C(=O)O)c(C(N)=O)c1-c1ccccc1 (configuration not stated)
    3 | 3
75: CCOc1ccc2nc(SC3CC(=O)N(c4ccccc4)C3=O)sc2c1 (configuration not stated)
    1 | 0
76: COCCN1C(=O)C(=O)/C(=C(/O)c2cccc(S(=O)(=O)N(C)C)c2)C12C(=O)N(C)c1ccccc12 (configuration not stated)
    0 | -9
77: O=C(CCSc1nc(-c2ccco2)cc(C(F)(F)F)n1)N1CCCc2ccccc21
    -10 | -6
78: Cc1ccc(NC(=O)CCSc2nc(C)cc(C)n2)cc1
    -3 | -1
79: Cc1cc2nc(C)n3c4ccccc4nc3n2n1
    6 | 0
80: COc1ccc(-c2noc(CCC(=O)Nc3cccc(C)c3)n2)cc1
    -5 | -1
81: Cc1ccc(C)c(NC(=O)C2(C)CC3c4ccccc4C2c2ccccc23)c1 (configuration not stated)
    5 | -4
82: Cc1nc([N+](=O)[O-])cn1CC(=O)c1ccc(OC(F)(F)F)cc1
    0 | -3
83: CCOC1(OCC)C(c2ccc(Cl)cc2)C(C#N)(C#N)C1(OCC)OCC (configuration not stated)
    41 | -2
84: Cc1ccc2oc3nc(C)c(C(=O)O)cc3c(=O)c2c1
    5 | -14
85: CC(C)(C)n1nnnc1C(c1cccnc1)N1CCN(c2cccc(C(F)(F)F)c2)CC1 (configuration not stated)
    -5 | -3
86: Cc1cc(C(=O)OCc2nc3ccccc3s2)c(C)o1
    -9 | 7
87: Cc1ccc(C2(c3ccc(C)cc3)CC2C(=O)Nc2ccc([N+](=O)[O-])cc2O)cc1 (configuration not stated)
    9 | -4
88: CSCCC(/C(O)=C(\C#N)c1nc2ccccc2[nH]1)N1C(=O)c2ccccc2C1=O (configuration not stated)
    4 | 2
89: Cc1ccc2c(c1)c(C)c(C)n2CC(O)Cn1nc(C)c(Br)c1C (configuration not stated)
    -8 | 4
90: C=CCC1c2cccc(C(=O)O)c2C(=O)N1c1ccc(Cl)cc1 (configuration not stated)
    8 | -3

Compound profiles (already shown). Screens in order: PGC1a acetyl inh	PglD DTNB
Cc1ccc(-n2nnnc2SCC(=O)Nc2ccc3c(c2)OCCO3)cc1C as listed: -6	1
CCOCC(=O)Nc1ccc(F)c(F)c1 as listed: 12	1
NC(=O)CSc1nc2ccccc2c(=O)n1Cc1ccco1 as listed: 1	-4
COc1ccc(C2=CC(c3sccc3C)n3nnnc3N2)cc1 (configuration not stated) as listed: 5	6

Excerpt: nos. 87 to 90
Every second line gives: PGC1a acetyl inh | PglD DTNB
87: Cc1ccc(C2(c3ccc(C)cc3)CC2C(=O)Nc2ccc([N+](=O)[O-])cc2O)cc1 (configuration not stated)
    9 | -4
88: CSCCC(/C(O)=C(\C#N)c1nc2ccccc2[nH]1)N1C(=O)c2ccccc2C1=O (configuration not stated)
    4 | 2
89: Cc1ccc2c(c1)c(C)c(C)n2CC(O)Cn1nc(C)c(Br)c1C (configuration not stated)
    -8 | 4
90: C=CCC1c2cccc(C(=O)O)c2C(=O)N1c1ccc(Cl)cc1 (configuration not stated)
    8 | -3

Other compounds follow:
Every second line gives: PGC1a acetyl inh | PglD DTNB
91: CCC1(CC)Cc2ccccc2C(N)=C1C#N
    -9 | 0
92: Cc1ccc2nsnc2c1S(=O)(=O)N1CCN(Cc2ccc3c(c2)OCO3)CC1
    5 | -1
93: O=S(=O)(c1ccc(Oc2ccc3oc4ccccc4c3c2)nc1)N1CCCC1
    3 | -4
94: O=C(CN1C(=O)C2CCCCN2C(=O)c2ccccc21)N1CCCc2ccccc21 (configuration not stated)
    -1 | 0
95: C=CCSc1nnc2n(CCc3ccccc3)c(=O)c3c4c(sc3n12)COC(C)(C)C4
    -5 | -3
96: COc1cc(NC(=O)c2cccs2)c(C(=O)OCC(=O)NCc2ccccc2)cc1OC
    6 | -7
97: C=C(c1ccc(O)cc1)c1ccc(O)cc1
    -10 | -5
98: CC(C)N(Cc1nc(-c2ccccc2)no1)C(=O)C(C)(C)C
    -5 | -2
99: Cc1cc(NC(=O)CSc2ccc3c(c2)OCCO3)no1
    -2 | 8
100: CC1Cc2ccccc2N1C(=O)COC(=O)c1ccc(S(=O)(=O)N(C)C)cc1 (configuration not stated)
    41 | -1
101: COc1ccc(CNS(=O)(=O)c2ccc(OC)cc2)cc1
    11 | -3
102: CC(NC(=O)c1cncc(Br)c1)c1ccc(S(N)(=O)=O)cc1 (configuration not stated)
    -13 | -1
103: Cc1noc(C)c1C(=O)N1CCN(Cc2ccccc2)CC1
    -4 | 7
104: COc1ccc(-c2csc3ncnc(N4CCN(c5ccccc5O)CC4)c23)cc1
    -3 | -3
105: CCOC(=O)c1c(C)[nH]c(C)c1C(=O)COC(=O)c1cccc(S(=O)(=O)N(CC)CC)c1
    -13 | -6
106: Cc1ccc(-c2cc(C(=O)NCCN3CCOCC3)no2)cc1
    4 | 2
107: Cc1ccc(-c2cc(-c3ccccc3C)[nH]n2)c(O)c1
    6 | 4

Screen by screen, quoted from above:
PglD DTNB, entries 76–87: -9, -6, -1, 0, -1, -4, -3, -2, -14, -3, 7, -4
PGC1a acetyl inh, entries 76–87: 0, -10, -3, 6, -5, 5, 0, 41, 5, -5, -9, 9

Screening data deposited in PubChem BioAssay by Broad Institute.
